NOD2 inhibition – inhibition of NOD2-driven NF-kB reporter – cell-based, luminescence, uHTS, HEK293 (AID 1566). hit rate 0.63% among 290,000. HEK293 NOD2/NF-kB luciferase reporter, luminescence; higher % means a stronger effect. one-dose inhibition, % at 4 µM; EC50 in µM for titrated hits; note: many of its hits are not listed in these tables
KOR beta-arrestin-1 – KOR agonists, beta-arrestin recruitment, primary screen, cell-based, luminescence, uHTS (AID 1777); KOR beta-arrestin recruitment, luminescence; higher % means a stronger effect; hit rate 0.02% among 280,000; one-dose activation, % at 10 µM; EC50 in µM for titrated hits; in the data active = activation above about 50%, passing the limit was not always enough; note: a part of the inactive calls stands beside numbers as strong as those of hits
GPR55 beta-arrestin – GPR55 agonists via beta-arrestin recruitment, primary screen, imaging, U2OS cells, beta-arrestin-GFP redistribution (AID 1961); activation, % at 10 µM; hits with a dose series show EC50 in µM; hit rate 0.048% among 290,000; U2OS GPR55 beta-arrestin-GFP redistribution imaging; higher % means a stronger effect;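 active = activation above 40% with more than 50 cells counted in the well; inconclusive = wells holding fewer than 50 cells, flagged as toxic or sparse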;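 note: U2OS osteosarcoma cells stably expressing GPR55 and beta-arrestin-GFP; plate controls were DMSO negative control for no effect and LPI positive control for full effect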
KOR beta-arrestin-2 – KOR antagonists, beta-arrestin recruitment, cell-based, luminescence, uHTS (AID 1778); hit rate 0.091% among 290,000; inhibition, % at 10 µM; hits with a dose series show IC50 in µM; KOR beta-arrestin recruitment, luminescence, antagonist mode; higher % means a stronger effect; note: strong numbers were not always called active
Dynein transport – dynein cargo transport inhibition. 3617.4 mouse cells, GR-EGFP nuclear translocation imaging; test concentration mostly 20 µM; stimulated with dexamethasone, 1 µM; hits give low values. z-score, hits read low. hit rate 0.47% among 220,000;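 active = plate z-score of nuclear minus cytoplasmic receptor signal below a set negative limit, without overly bright fluorescence or cell loss, cut at about -3.5 in these data, passing the limit was not always enough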;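 note: z-score of nuclear minus cytoplasmic ring GR-EGFP intensity difference per well; some compounds called inactive have numbers as strong as hits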
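medium = tetracycline-free induction medium containing charcoal-stripped FBS | probe or stimulus = dexamethasone, 1.0 µM final | timing = 48 h induction, then 1 h compound, then 30 min agonist, 37 °C | detection = automated 10x imaging of fixed Hoechst-stained cells | read-out basis = nuclear versus cytoplasmic GR-EGFP signal, averaged per well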
NOD1 inhibition – NOD1 signaling inhibitors, primary screen, cell-based, luminescence, uHTS (AID 1578); NOD1-driven NF-kB luciferase reporter cells, luminescence; higher % means a stronger effect; inhibition, % at 4 µM; hits with a dose series show EC50 in µM; hit rate 1% among 290,000; in the data active = inhibition mostly above about 36%, no sharp cut-off; inactive = mostly below about 34%;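 note: HEK-293T reporter cells stimulated with the NOD1 agonist gamma-tri-DAP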
P. falciparum M1AAP – malaria alanyl aminopeptidase activity blockers – biochemical, fluorogenic H-Leu-NHMec substrate, 1536-well (AID 1445). recombinant M1AAP, H-Leu-NHMec fluorogenic kinetic assay; higher % means a stronger effect. inhibition, % at 30 µM; hits with a dose series show IC50 in µM. hit rate 0.42% among 220,000;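 active = primary inhibition above the hit cutoff, then over 50% inhibition at one or more dose response concentrations, cut at about 23% in these data, passing the limit was not always enough; inconclusive = conflicting primary data, or primary hits not chosen for dose response; inactive = low primary inhibition, or under 50% at every dose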;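 note: plate controls were DMSO full reaction for no effect and no enzyme background for full effect; strong numbers were not always called active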
AID2073 – inhibitors of Mint1-CaV2.2 protein interaction, biochemical, HTRF (AID 2073); hit rate 0.19% among 290,000; one-dose inhibition, % at 20 µM; IC50 in µM for titrated hits; HTRF protein-protein interaction, Mint1-CaV2.2; higher % means a stronger effect; in the data active = inhibition mostly above about 51%, no sharp cut-off; inconclusive = no clear call, values can overlap the other calls; inactive = mostly below about 53%; note: some results filed as inactive read as strong as hits
P. falciparum M17LAP – P. falciparum M17LAP inhibitors, primary screen, biochemical, fluorogenic H-Leu-NHMec substrate, 1536-well (AID 1619); recombinant M17LAP, H-Leu-NHMec fluorogenic kinetic assay; higher % means a stronger effect; inhibition, % at 30 µM, or IC50 in µM where a hit was titrated; hit rate 0.38% among 220,000;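 active = compound inhibiting the enzyme by more than half at any dose during confirmatory dose-response retesting; inconclusive = strong single-dose inhibitors picked by rank but not retested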;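 note: plate controls were full reaction with DMSO carrier for no effect and no enzyme background for full effect; strong numbers were not always called active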
Dynein transport cytoplasmic EGFP – second read-out of Dynein transport, no call of its own (marks repeat the call); z-score; measured here: cytoplasmic GR-EGFP intensity; hits give high values
Dynein transport nuclear GR-EGFP – second read-out of Dynein transport, no call of its own (marks repeat the call); z-score; measured here: nuclear GR-EGFP intensity;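 lower value marks the stronger effect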
Dynein transport cell count – second read-out of Dynein transport, no call of its own (marks repeat the call); z-score; measured here: cell count per field
The depositor's hits bear a star; ? = inconclusive; / = not tested or not shown; [ ] = remark or other dose. Cut-off read from the data, not from the text of the source, unless noted: active = inhibition above about 50%; inactive = the rest. The list is partial; the hit share may differ from the screen's.

SMILES	NOD2 inhibition	KOR beta-arrestin-1	GPR55 beta-arrestin	KOR beta-arrestin-2	Dynein transport	Dynein transport cytoplasmic EGFP	Dynein transport nuclear GR-EGFP	Dynein transport cell count	NOD1 inhibition	P. falciparum M1AAP	AID2073	P. falciparum M17LAP
CN(Cc1ccccc1)C(=O)c1[nH]cnc1C(=O)NCC(=O)OCc1ccccc1	-8%	-5.3%	0.0%	-40%[20 µM]	/	/	/	/	-7%	/	-1%	/
CCC(C)(C)NC(=O)C(c1ccc(C)o1)N(C(=O)c1csnn1)c1cccc(F)c1 (stereo not drawn)	12%	-1.1%	-0.1%	20%	0.36	-0.25	0.047	0.68	4%	2%	-10%	1%
Cc1cc(C)nc(SCC(=O)OCN2C(=O)c3ccccc3C2=O)n1	0%	-6.5%	0.1%	23%	-0.018	-0.28	-0.077	0.087	-9%	-2%	0%	8%
CCOc1ccc(C(=O)/C=C/c2ccccc2C(F)(F)F)cc1	2%	-0.5%	-0.1%	-20%	-0.79	-0.19	0.082	-0.011	16%	7%	-6%	3%
CC(C)C(=O)N1CCN(c2ccccc2NC(=O)COc2ccccc2)CC1	-22%	-0.4%	0.3%	-8%	-0.21	-0.34	0.17	0.77	-45%	9%	1%	10%
Cc1ccc(S(=O)(=O)NCCC(=O)NCc2ccc3c(c2)OCO3)cc1C	-6%	-1.2%	-0.1%	8%	-0.22	-0.19	0.052	0.18	-28%	-11%	-1%	-13%
CC(C)CN1CCN(Cc2cccc3cccnc23)CC1CCO (stereo not drawn)	-7%	/	-0.1%	-2%[20 µM]	-0.56	-0.33	-0.0063	0.38	-40%	/	2%	/
Cc1cc(S(=O)(=O)Nc2ccc(C(=O)NCC(C)(C)N3CCOCC3)cc2)ccc1F	6%	-0.7%	-0.1%	16%	/	/	/	/	-5%	/	-4%	/
Cc1ccc(N2CC(C(=O)O)CC2=O)cc1 (stereo not drawn)	9%	-3.0%	0.3%	7%	-0.4	-0.25	0.28	-0.49	-27%	-2%	7%	-1%
O=C(NC(=S)N1CCCC1)c1ccc(Cl)cc1Cl	-16%	6.5%	-0.1%	3%	/	/	/	/	-27%	/	-2%	/
O=C(Oc1ccc(OC(=O)N2CCOCC2)cc1)c1ccccc1	-3%	1.9%	-0.1%	-18%	0.83	-0.19	0.54	-1.4	/	16%	2%	7%
Cc1sc2ncnc(SCC(=O)Nc3nc(-c4ccc(F)c(F)c4)cs3)c2c1C	0%	2.2%	-0.1%	-97%[20 µM]	-0.61	-0.16	-0.15	0.47	-40%	2%	4%	-3%
O=C(Nc1ncn[nH]1)c1cc([N+](=O)[O-])ccc1Cl	14%	3.2%	-0.3%	-1%[20 µM]	/	/	/	/	13%	/	11%	/
Cc1ccc2nc(NC(=O)c3cccs3)sc2c1	-161%	6.4%	-0.1%	5%	0.13	-0.2	0.34	0.85	29%	0%	10%	-3%
CCOC(=O)c1oc2ccc(S(=O)(=O)N3CCC(C)CC3)cc2c1C	1%	4.7%	-0.4%	-17%	-0.42	-0.22	0.034	-0.044	-6%	3%	-5%	7%
COc1ccc(C[C@@H]2CN3C(=NC[C@@H]3C)N2CCNC(=O)c2ccc(C)c(Br)c2)cc1	-2%	0.12µM*	-0.1%	9%	0.045	-0.28	0.32	-0.33	-41%	-1%	0%	4%
CCOc1ccc(CN(C)C(=O)Cc2c[nH]c3ccccc23)cc1	13%	-4.9%	0.0%	29%	/	/	/	/	-4%	/	-8%	/
CCOC(=O)C1CCN(Cc2cc(Cl)c3ccccc3c2O)CC1	3%	3.8%	-0.2%	-24%	/	/	/	/	-15%	/	-24%	/
CCOC(=O)C(C(=O)OCC)N(C#N)c1nc(N(C)C)nc(N(C)C)n1	16%	-10%	0.5%	15%[20 µM]	-0.4	-0.23	-0.47	-0.098	-26%	0%	5%	4%
Cc1cc(N2CCC(C(N)=O)CC2)nc(-c2ccccc2)n1	-3%	1.4%	0.1%	6%	0.49	-0.28	0.37	1.2	2%	-4%	3%	-10%
COC(=O)c1sccc1NC(=O)c1ccccc1[N+](=O)[O-]	12%	3.2%	-0.2%	-54%	-0.11	-0.25	0.61	-0.062	9%	0%	5%	9%
CC(C)C(=O)Nc1cccc(NC(=O)c2cccc([N+](=O)[O-])c2)c1	10%	4.0%	0.3%	24%	1.7	-0.17	0.94	-1.5	44%	4%	37%	-3%
CN=c1scc(-c2ccccc2F)n1/N=C/c1ccc(O)c(O)c1O	18%	3.8%	0.2%	-80%	-0.3	-0.095	0.38	-1.2	-45%	16%	69%	4%
c1cc(-c2nnn(CCOCCn3nnc(-c4ccncc4)n3)n2)ccn1	18%	-0.9%	-0.3%	9%	/	/	/	/	-3%	/	4%	/
Cc1ccc(C(=O)OCC(=O)Nc2sc3c(c2C#N)CCC3)cc1	-12%	2.4%	0.3%	-1%	-0.63	-0.3	-0.55	0.36	18%	5%	0%	10%
C/C(=N\Nc1nc2ccccc2[nH]1)c1ccc(N2CCOCC2)cc1	-64%	2.7%	-0.1%	30%	1.3	-0.21	0.57	-0.54	-49%	-12%	-15%	33%
CCOC(=O)N1CCN(S(=O)(=O)c2ccc(F)c(C(=O)Nc3ccc(C)c(Cl)c3)c2)CC1	0%	0.7%	-0.1%	27%	-0.61	0.52	0.61	-0.29	-21%	3%	17%	0%
CCOC(=O)c1ccc2nc(CCC(=O)N[C@H](C(=O)OC)C(C)C)c(=O)n(CC)c2c1	-8%	0.7%	0.2%	-42%	-0.68	-0.32	-0.39	0.62	-34%	0%	?	-2%
COC(=O)N/N=C/c1ccc(-c2ccc(C)c(Cl)c2)o1	-15%	-3.4%	0.6%	-6%	1.1	-0.2	0.37	-0.15	-34%	5%	-15%	10%
C=CCNC(=O)/C(=C\c1ccc(Br)cc1)NC(=O)c1ccccc1OC	3%	-0.1%	0.2%	-10%[20 µM]	-0.12	-0.23	0.22	0.44	-29%	-1%	-3%	1%
CCOCCn1c(N2CCN(c3ccc(OC)cc3)CC2)nc2c1c(=O)n(C)c(=O)n2C	11%	4.0%	0.1%	-27%	0.022	-0.14	0.06	0.25	-22%	2%	6%	0%
Cc1nnc(N(C)C(=O)c2ccc3c(c2)OCO3)s1	0%	1.9%	-0.1%	-32%	1.2	-0.34	0.87	-0.52	-31%	-5%	-1%	-18%
O=C(Nc1ccccc1)Nc1ccc2c(c1)CCC2	-127%	-0.4%	-0.1%	3%	/	/	/	/	-33%	/	12%	/
CC12COC3(C(N)=O)CC1CCC32C (stereo not drawn)	-6%	1.6%	-0.2%	17%	0.084	-0.14	0.24	-0.49	-21%	-7%	48%	-3%
CCN(CC)c1ccc(Nc2cc3n(c(=O)n2)CCc2cc(OC)c(OC)cc2-3)cc1	4%	-3.1%	0.0%	26%	/	/	/	/	0%	/	-23%	/
CN(C(=O)c1ccc2c(=O)n3c(nc2c1)CCCCC3)c1ccccc1F	21%	-3.1%	-0.3%	-3%	/	/	/	/	19%	/	0%	/
Cc1ccc(C)c(OCCC(=O)NCCc2ccc(S(N)(=O)=O)cc2)c1	4%	0.1%	-0.1%	-38%	/	/	/	/	-34%	/	-2%	/
c1ccc(C(c2ccccc2)c2ccn[nH]2)cc1	17%	-1.4%	-0.1%	8%	/	/	/	/	-5%	/	5%	/
CCOC(=O)c1cc(C#N)c(NCc2ccccc2)nc1C	10%	-4.3%	-0.2%	36%	0.38	-0.16	0.97	-1.1	3%	7%	-4%	9%
CCc1ccc(OCC(=O)O/N=C(\N)c2cccnc2)cc1	5%	-3.2%	-0.1%	-14%	-0.65	-0.23	0.3	0.093	-10%	4%	1%	-5%
CC1CSc2nc3sc4c(c3c(=O)n21)CCCC4 (stereo not drawn)	-8%	1.9%	-0.3%	-24%	-0.43	-0.23	-0.89	-0.24	/	12%	5%	13%
COc1ccc(OC)c(C(=O)C2COC(=O)C2)c1 (stereo not drawn)	-8%	3.2%	0.3%	12%	-0.86	-0.24	-0.4	0.84	-18%	14%	25%	9%
Cc1cc(C)cc(NC(=O)c2sc3nc(C)cc(C)c3c2N)c1	-32%	3.5%	0.3%	-102%[20 µM]	/	/	/	/	-17%	/	15%	/
NC(=O)c1cc(S(=O)(=O)NCCCc2ccco2)cs1	20%	-3.9%	-0.1%	-3%	/	/	/	/	-1%	/	10%	/
COc1ccc(NC(=O)CSC2=NC(=O)CC(C)=N2)cc1	-10%	2.4%	0.3%	-3%	-0.52	-0.12	0.011	0.55	9%	-5%	11%	3.1µM*
O=C(NCc1ccc2c(c1)OCO2)C(=O)NCC1OCCCN1S(=O)(=O)c1cc(F)ccc1F (stereo not drawn)	-14%	-1.3%	0.0%	32%	/	/	/	/	-35%	/	9%	/
O=C(CSc1ccc2ccccc2c1)NCCc1ccc(O)c(O)c1	31%	-0.5%	-0.4%	2%	-1.5	-0.22	-0.35	0.75	-45%	-1%	6%	9%
CCc1ccccc1Nc1nc(N)nc(COC(=O)c2cccn2C)n1	-19%	2.6%	0.4%	10%	-0.47	-0.21	-0.24	0.74	-49%	-2%	-3%	-6%
COc1ccc([N+](=O)[O-])cc1NC(C)C	18%	-3.1%	-0.2%	-18%	-0.54	-0.24	-0.54	0.051	6%	6%	0%	15%
COCCN1C(=O)c2ccccc2C(C(=O)Nc2ccc3c(c2)OCCO3)C1c1ccc(F)cc1 (stereo not drawn)	-18%	3.4%	-0.1%	-6%	0.19	-0.28	0.2	0.63	18%	-3%	6%	-1%
O=C(O)c1cc(S(=O)(=O)N2CCCCC2)ccc1Cl	12%	2.4%	-0.2%	-7%	/	/	/	/	5%	/	12%	/
CCOc1ccc(C(O)c2nccn2Cc2ccccc2)cc1 (stereo not drawn)	8%	-4.5%	-0.2%	15%	-0.96	-0.19	-0.18	0.69	-9%	-2%	-2%	3%

With a hit mark in P. falciparum M17LAP (from the list above):
Molecule	NOD2 inhibition	KOR beta-arrestin-1	KOR beta-arrestin-2	Dynein transport	Dynein transport cytoplasmic EGFP	Dynein transport nuclear GR-EGFP	Dynein transport cell count	NOD1 inhibition	P. falciparum M1AAP	AID2073	P. falciparum M17LAP
COc1ccc(NC(=O)CSC2=NC(=O)CC(C)=N2)cc1	-10%	2.4%	-3%	-0.52	-0.12	0.011	0.55	9%	-5%	11%	3.1µM*
